CCR6 antag: CCR6 (human) receptor antagonism | P51684 | inhibition, % at 20 µM | 340,000 compounds, 0.49% hits | CHO-K1 CCR6 PathHunter beta-arrestin, luminescence, CCL20-stimulated;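 active = compounds whose inhibition of the agonist-driven luminescence signal at 20 µM reaches about 50%, limit read from the data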;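 also: cells stimulated with CCL20 at 14 nM final; plate controls were DMSO with CCL20 for no effect and DMSO without agonist for full effect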
Target sequence (P51684 whole entry, looked up): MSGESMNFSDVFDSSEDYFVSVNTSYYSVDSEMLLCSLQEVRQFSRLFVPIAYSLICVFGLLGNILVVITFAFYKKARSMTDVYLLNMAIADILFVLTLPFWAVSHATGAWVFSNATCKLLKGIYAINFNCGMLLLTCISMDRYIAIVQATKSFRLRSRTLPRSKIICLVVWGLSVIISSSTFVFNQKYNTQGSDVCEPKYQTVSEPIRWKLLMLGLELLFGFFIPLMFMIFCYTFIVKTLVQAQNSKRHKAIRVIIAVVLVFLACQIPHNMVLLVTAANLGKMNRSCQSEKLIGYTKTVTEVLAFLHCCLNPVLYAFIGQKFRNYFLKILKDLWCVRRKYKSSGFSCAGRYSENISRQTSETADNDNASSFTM
Gli-Sufu block: antagonists of Gli-Sufu signaling | Sufu-KO-LIGHT fibroblasts, Gli luciferase reporter luminescence | inhibition, % at 5 µM | 340,000 compounds, 0.74% hits | AID 588413;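 active = inhibition above about 55%, limit read from the data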;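 also: 0% = DMSO-treated cells and 100% = wells with medium but no cells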
EBI2 block: EBI2 (human) antagonism; 360,000 compounds, 0.81% hits; inhibition, % at 5 µM; AID 651636; P32249; EBI2 beta-arrestin recruitment, luminescence, 7a,25-OHC stimulated; in the data active = inhibition above about 38%;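 also: enzyme fragment complementation signal reports receptor beta-arrestin coupling in cells; 0% = agonist plus DMSO wells and 100% = wells without agonist; some results beyond the cut were filed as inactive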
Target sequence (P32249 whole entry, looked up, the tested form may be a part): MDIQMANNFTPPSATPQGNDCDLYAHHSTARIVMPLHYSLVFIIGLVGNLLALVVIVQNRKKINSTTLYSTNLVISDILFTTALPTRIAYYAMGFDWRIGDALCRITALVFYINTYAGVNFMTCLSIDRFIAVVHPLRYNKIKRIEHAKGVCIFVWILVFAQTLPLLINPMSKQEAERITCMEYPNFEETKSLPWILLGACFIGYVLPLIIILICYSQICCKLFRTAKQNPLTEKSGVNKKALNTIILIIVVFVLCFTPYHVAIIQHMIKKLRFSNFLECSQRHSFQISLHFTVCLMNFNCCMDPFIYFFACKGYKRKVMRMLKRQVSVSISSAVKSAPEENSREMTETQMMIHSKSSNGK
* hit, by the source's call. An excerpt, so the mix of outcomes need not match the whole.

Start of the data: the first three compounds (preview)
What do the screens show for `CSc1nnc(N2C(=O)C(O)=C(C(=O)c3ccco3)C2c2cccc(Cl)c2)s1` (stereo unspecified)?
CCR6 antag: 18; Gli-Sufu block: 17; EBI2 block: 1

Results for CC(=O)N1C2=CCCC3CCCCC23c2ccccc21 (stereo unspecified) ?
CCR6 antag: 15; Gli-Sufu block: -6; EBI2 block: 10

Results for Cc1ccc(S(=O)(=O)Nc2cncnc2NS(=O)(=O)c2ccc(C)cc2)cc1 ?
CCR6 antag: -3; Gli-Sufu block: -9; EBI2 block: 10

All compounds of this part (from the top)
What do the screens show for `CSc1nnc(N2C(=O)C(O)=C(C(=O)c3ccco3)C2c2cccc(Cl)c2)s1` (stereo unspecified)?
CCR6 antag: 18; Gli-Sufu block: 17; EBI2 block: 1

Results for CC(=O)N1C2=CCCC3CCCCC23c2ccccc21 (stereo unspecified) ?
CCR6 antag: 15; Gli-Sufu block: -6; EBI2 block: 10

Results for Cc1ccc(S(=O)(=O)Nc2cncnc2NS(=O)(=O)c2ccc(C)cc2)cc1 ?
CCR6 antag: -3; Gli-Sufu block: -9; EBI2 block: 10

What do the screens show for `Cc1nc2ccccc2c(C(=O)O)c1-c1ccccn1`?
CCR6 antag: 0; Gli-Sufu block: 3; EBI2 block: -3

What do the screens show for `CS(=O)(=O)c1ccc(Cl)c(NC(=O)CN2CCN(S(=O)(=O)/C=C/c3ccccc3)CC2)c1`?
CCR6 antag: 0; Gli-Sufu block: 3; EBI2 block: 10

How did Cc1cc(=O)n2[nH]c(N)c(N=Nc3ccccc3)c2n1 do in these assays?
CCR6 antag: 34; Gli-Sufu block: -2; EBI2 block: -10

What do the screens show for `O=C(Nc1ccc(C(=O)N2CCCC2)cc1)C1CC1`?
CCR6 antag: 10; Gli-Sufu block: -25; EBI2 block: -2

How did COCC(C)OC(=O)/C(C#N)=C\c1coc2ccc(C)cc2c1=O (stereo unspecified) do in these assays?
CCR6 antag: -4; Gli-Sufu block: 0; EBI2 block: -3

What do the screens show for `COc1ccccc1NOC(=O)CCOc1ccccc1`?
CCR6 antag: 10; Gli-Sufu block: -20; EBI2 block: 7

Results for COc1ccc(CNS(=O)(=O)c2ccc(F)cc2Br)cc1 ?
CCR6 antag: 5; Gli-Sufu block: -2; EBI2 block: 14

Results for Cc1ccc(S(=O)(=O)N2CCN(C(=O)CCC(=O)Nc3ccc(Br)c(C)c3)CC2)cc1 ?
CCR6 antag: 0; Gli-Sufu block: 12; EBI2 block: 19

What do the screens show for `CC(=NO)c1ccc2c(c1)Cc1cc([N+](=O)[O-])ccc1-2`?
CCR6 antag: 1; Gli-Sufu block: -32; EBI2 block: -22

Results for NCC[C@H](O)C(=O)N[C@@H]1C[C@H](N)[C@@H](O[C@H]2O[C@H](CN)[C@@H](O)[C@H](O)[C@H]2O)[C@H](O)[C@H]1O[C@H]1O[C@H](CO)[C@@H](O)[C@H](N)[C@H]1O ?
CCR6 antag: -13; Gli-Sufu block: -4; EBI2 block: 0

What do the screens show for `O=C(c1ccc(Cl)c([N+](=O)[O-])c1)N(Cc1ccc(Cl)cc1)C1CCS(=O)(=O)C1` (stereo unspecified)?
CCR6 antag: -35; Gli-Sufu block: -7; EBI2 block: -4

Results for CCN(C(=O)COC(=O)c1cc2c(s1)CCC(C)C2)c1c(N)n(Cc2ccccc2)c(=O)[nH]c1=O (stereo unspecified) ?
CCR6 antag: 10; Gli-Sufu block: 2; EBI2 block: 14

Results for CCN1C=C(C(=O)c2ccccc2)C(=O)CC1 ?
CCR6 antag: -2; Gli-Sufu block: -7; EBI2 block: 1

What do the screens show for `Oc1ccc(/C=N/N=C(c2ccccc2)c2ccccc2)c(O)c1O`?
CCR6 antag: 26; Gli-Sufu block: 6; EBI2 block: 10

Results for O=C(Cc1cccc(NC(=O)C2CCCN(C(=O)C3CCC3)C2)c1)Nc1ccc(C(=O)N2CCOCC2)cc1 (stereo unspecified) ?
CCR6 antag: -4; Gli-Sufu block: 7; EBI2 block: -8

Results for CC(C)C(c1nnnn1C(C)(C)C)N1CCC(Cc2ccccc2)CC1 (stereo unspecified) ?
CCR6 antag: 27; Gli-Sufu block: 20; EBI2 block: 8

How did COc1cccc(C(C)=C2SC(=S)NC2=O)c1 do in these assays?
CCR6 antag: 19; Gli-Sufu block: 2; EBI2 block: 7

What do the screens show for `COc1ccc(NC(=O)Nc2ccc(OCc3ccccc3)cc2)cn1`?
CCR6 antag: -6; Gli-Sufu block: -2; EBI2 block: 1

Results for CN1C(=O)N(c2ccc(Cl)cc2)C(C)(O)CC1(C)C (stereo unspecified) ?
CCR6 antag: 14; Gli-Sufu block: 4; EBI2 block: -19

Results for CSc1nc2ncncc2[nH]1 ?
CCR6 antag: 4; Gli-Sufu block: 3; EBI2 block: -14

Results for O=C(Cc1ccccc1)Nn1c(O)c(/C=C2\C=Nc3ccccc32)sc1=S ?
CCR6 antag: 19; Gli-Sufu block: -10; EBI2 block: -23

What do the screens show for `CCN(C(=O)COC(=O)c1cc(C)n(-c2ccc(F)cc2)c1C)C1CCS(=O)(=O)C1` (stereo unspecified)?
CCR6 antag: -12; Gli-Sufu block: 19; EBI2 block: 0

How did Cc1c2ccccc2nc2c(F)c(NC(C)C)c(F)c(F)c12 do in these assays?
CCR6 antag: 2; Gli-Sufu block: -1; EBI2 block: 3

How did O=C(Nc1cc2c(cc1Cl)-c1ccc([N+](=O)[O-])cc1C2=NO)C(F)(F)F do in these assays?
CCR6 antag: 21; Gli-Sufu block: -6; EBI2 block: -5

Results for COc1ccc(CN2C(=O)c3ccccc3C2C(=O)NC2CCCC(C)C2C)c(OC)c1 (stereo unspecified) ?
CCR6 antag: 21; Gli-Sufu block: 8; EBI2 block: 10

How did NC(=O)c1cccc(-c2cnc(N)c(C(=O)c3cccnc3)n2)c1 do in these assays?
CCR6 antag: 8; Gli-Sufu block: -10; EBI2 block: 6

How did CCOc1cccc(-c2nnc(SCC(=O)Nc3cccc(OC)c3)n2N)c1 do in these assays?
CCR6 antag: 0; Gli-Sufu block: -4; EBI2 block: -1

How did O=C(Nc1cccc(C(F)(F)F)c1)Oc1ccc(Cl)c2cccnc12 do in these assays?
CCR6 antag: 77*; Gli-Sufu block: 9; EBI2 block: 5

What do the screens show for `Cc1ccc(S(=O)(=O)Nc2ccccc2/C=N/c2nc3ccccc3n2C(C)C)cc1`?
CCR6 antag: 1; Gli-Sufu block: 5; EBI2 block: -9

What do the screens show for `CCN=C1NN=C(c2cc(C)n(CCc3ccccc3)c2C)CS1`?
CCR6 antag: 13; Gli-Sufu block: -6; EBI2 block: 3

How did CCCCNc1ccc2c(c1)C1CC2CCN1C(=O)OCc1ccccc1 (stereo unspecified) do in these assays?
CCR6 antag: 9; Gli-Sufu block: -153; EBI2 block: 7

How did O=C(C1CCCCC1C(=O)N1CCCCC1)N1CCCCC1 (stereo unspecified) do in these assays?
CCR6 antag: 13; Gli-Sufu block: -9; EBI2 block: -4

What do the screens show for `Cc1ccc(S(=O)(=O)N[C@H](C(=O)OCC(=O)NC(=O)c2cccn2C)C(C)C)cc1`?
CCR6 antag: 0; Gli-Sufu block: 2; EBI2 block: 1

Results for Cc1ccc(NC(=O)c2ncn(CCCNCc3ccc4c(c3)OCO4)n2)cc1C ?
CCR6 antag: -4; Gli-Sufu block: 8; EBI2 block: 0

How did CC(C)(C)S(=O)N1Cc2cc(CO)cc(CCO)c2[C@@H]1CCO (stereo partly specified) do in these assays?
CCR6 antag: -1; Gli-Sufu block: -5; EBI2 block: -15

How did CCc1ccc2[nH]c(C(=O)Nc3ccc(C)c(F)c3)cc2c1 do in these assays?
CCR6 antag: 11; Gli-Sufu block: -49; EBI2 block: -13

Results for COc1ccc(Cl)cc1NC(=O)CNc1ccccc1F ?
CCR6 antag: 20; Gli-Sufu block: 9; EBI2 block: 15

How did COc1cccc(N=CNc2cccc(OC)c2)c1 do in these assays?
CCR6 antag: -2; Gli-Sufu block: -15; EBI2 block: -9

What do the screens show for `O=C1NC(=S)SC1=Cc1ccccc1Cl`?
CCR6 antag: 13; Gli-Sufu block: 6; EBI2 block: -4

Results for COc1cc(C2c3cc4c(cc3OC(NCCc3ccccc3)C2C)OCO4)cc(OC)c1OC (stereo unspecified) ?
CCR6 antag: 7; Gli-Sufu block: 43; EBI2 block: -6

What do the screens show for `CN(Cc1ccccc1)C(=O)c1ccc(NC(=O)Cc2ccc(NC(=O)C3CCCN(S(=O)(=O)c4cccc([N+](=O)[O-])c4)C3)cc2)cc1` (stereo unspecified)?
CCR6 antag: 1; Gli-Sufu block: -2; EBI2 block: -10

How did CC1CC(O)C(C)CN1 (stereo unspecified) do in these assays?
CCR6 antag: -4; Gli-Sufu block: 3; EBI2 block: -23

What do the screens show for `CC(C)(C)c1ccc(NC(=O)COC(=O)c2ccc([N+](=O)[O-])s2)cc1`?
CCR6 antag: 2; Gli-Sufu block: -8; EBI2 block: -1

How did C/C(=N\O)c1sc(-c2ccccc2)nc1C do in these assays?
CCR6 antag: -2; Gli-Sufu block: -99; EBI2 block: 1

How did CC1(C)N=C(c2ccccc2)C(c2ccccc2)=N1 do in these assays?
CCR6 antag: 4; Gli-Sufu block: 2; EBI2 block: 6

How did CCS(=O)(=O)C1=NN2C(=N)/C(=C\c3ccc(SCc4ccco4)o3)C(=O)N=C2S1 do in these assays?
CCR6 antag: 9; Gli-Sufu block: -4; EBI2 block: -8

What do the screens show for `O=c1[nH]c(=O)c2cc3ccccc3nc2[nH]1`?
CCR6 antag: 4; Gli-Sufu block: -7; EBI2 block: -2

Results for COc1ccc(-c2coc3cc(OC)ccc3c2=O)cc1 ?
CCR6 antag: 1; Gli-Sufu block: -116; EBI2 block: 25

How did CC(=O)Nc1cccc(OCCOc2cccc([N+](=O)[O-])c2)c1 do in these assays?
CCR6 antag: 7; Gli-Sufu block: -19; EBI2 block: -1

What do the screens show for `CCCCNC(=O)C(C#N)c1nc2ccccc2nc1N1CCN(Cc2ccc3c(c2)OCO3)CC1` (stereo unspecified)?
CCR6 antag: 23; Gli-Sufu block: -1; EBI2 block: 13

Results for CCN1C[C@@H]2[C@@H]3C(=O)N(Cc4ccccc4)C(=O)[C@@H]3[C@](Cc3ccccc3)(C1=O)N2C(=O)c1ccc(C(C)(C)C)cc1 ?
CCR6 antag: 22; Gli-Sufu block: 3; EBI2 block: 11

What do the screens show for `CCOc1ccc(CN2CCN(Cc3cc4ccccc4[nH]3)CC2CCO)cc1` (stereo unspecified)?
CCR6 antag: 5; Gli-Sufu block: 21; EBI2 block: -1

How did Cc1nn(-c2ccccn2)c2c1C(=O)C(Br)CC2 (stereo unspecified) do in these assays?
CCR6 antag: -4; Gli-Sufu block: 6; EBI2 block: -19

Results for S=c1[nH]c2cnc(Cl)nc2[nH]1 ?
CCR6 antag: 8; Gli-Sufu block: 2; EBI2 block: 0

What do the screens show for `Nc1nc(SCc2ccc(Cl)cc2Cl)c2ncn(C3OC(CO)C(O)C3O)c2n1` (stereo unspecified)?
CCR6 antag: 3; Gli-Sufu block: 3; EBI2 block: -7

What do the screens show for `Cc1ccc(N=Nc2c(O)ccc3n[nH]nc23)cc1`?
CCR6 antag: 43; Gli-Sufu block: -6; EBI2 block: -4

Results for CCOC(=O)C1CC2=C(CCCC2=O)NC1=O (stereo unspecified) ?
CCR6 antag: 8; Gli-Sufu block: 0; EBI2 block: -4

How did CC1=C(C(=O)OC(C)C)C(c2ccc(Cl)cc2)n2c(s/c(=C\c3ccc(OCC(=O)O)cc3)c2=O)=N1 (stereo unspecified) do in these assays?
CCR6 antag: 28; Gli-Sufu block: -10; EBI2 block: 3

Results for Cc1nc(C(F)(F)F)ccc1C(=O)Nc1ccc2ccccc2n1 ?
CCR6 antag: 4; Gli-Sufu block: -9; EBI2 block: 0

How did CCCOc1ccc(/C(O)=C2/C(=O)C(=O)N(CCN3CCOCC3)C2c2ccccc2)cc1 (stereo unspecified) do in these assays?
CCR6 antag: -8; Gli-Sufu block: -11; EBI2 block: 9

What do the screens show for `CN(C)Cc1c(OC(=O)c2ccc(N)cc2)ccc2ccccc12`?
CCR6 antag: -1; Gli-Sufu block: -5; EBI2 block: 5

How did O=Cc1ccc(-c2ccc([N+](=O)[O-])cc2Cl)o1 do in these assays?
CCR6 antag: -35; Gli-Sufu block: -4; EBI2 block: -9

How did Nc1cccc(-c2c[nH]c3ncc(-c4cccnc4)cc23)c1 do in these assays?
CCR6 antag: -3; Gli-Sufu block: -30; EBI2 block: -15

What do the screens show for `C=CCn1c(SCC(=O)N(CC)c2c(N)n(Cc3ccccc3)c(=O)[nH]c2=O)nnc1-c1ccccc1OC`?
CCR6 antag: 1; Gli-Sufu block: 2; EBI2 block: -3

How did Cc1occc1C(=O)N/N=C/C1=C(N2CCOCC2)C(=C/c2ccc(Cl)cc2Cl)/CC1 do in these assays?
CCR6 antag: 6; Gli-Sufu block: 6; EBI2 block: 25

How did CC[n+]1c(/C=C2\Sc3ccccc3N2C)ccc2cccc(C)c21 do in these assays?
CCR6 antag: 14; Gli-Sufu block: 87*; EBI2 block: 9

4 consecutive entries out of the list so far, quoted:
How did CC1=C(C(=O)OC(C)C)C(c2ccc(Cl)cc2)n2c(s/c(=C\c3ccc(OCC(=O)O)cc3)c2=O)=N1 (stereo unspecified) do in these assays?
CCR6 antag: 28; Gli-Sufu block: -10; EBI2 block: 3

Results for Cc1nc(C(F)(F)F)ccc1C(=O)Nc1ccc2ccccc2n1 ?
CCR6 antag: 4; Gli-Sufu block: -9; EBI2 block: 0

How did CCCOc1ccc(/C(O)=C2/C(=O)C(=O)N(CCN3CCOCC3)C2c2ccccc2)cc1 (stereo unspecified) do in these assays?
CCR6 antag: -8; Gli-Sufu block: -11; EBI2 block: 9

What do the screens show for `CN(C)Cc1c(OC(=O)c2ccc(N)cc2)ccc2ccccc12`?
CCR6 antag: -1; Gli-Sufu block: -5; EBI2 block: 5
